# Screening results from PubChem BioAssay.
# Pol eta inh – DNA polymerase eta (human) inhibition | Q9Y253 | recombinant Pol eta, fluorescent DNA replication assay | Potency, µM (series often up to 114 µM), for inactives: top-dose activity change, negative = inhibition, usual class: inhibitors | 1.2% of 390,000 active; further: on the % scale 0 is the no-effect control and ±100 the full control effect
#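 Pol eta at 10 nM preincubated with compounds 15 min at room temperature; reaction started with fluorescent substrate (50 nM final) and read kinetically at 0 and 10 min.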
# BAZ2B block – BAZ2B (human) inhibition | Q9UIF8 | AlphaScreen BAZ2B-H3K14Ac peptide displacement | Potency, µM (titrated, usually from 114 µM), for the others: at the highest dose activity change, negative = inhibition, actives largely listed as inhibitors | 4.4% of 360,000 active | AID 504333; further: on the % scale 0 is the no-effect control and ±100 the full control effect; nearly all actives have a fitted effect of over 60% in size
#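 BAZ2B 50 nM plus b-H3(5-23)K14Ac 50 nM, PBS pH 7.4/0.01% Tween-20, 30 min RT; compound added (max 110 uM), 30 min RT; streptavidin donor/Ni-chelate acceptor beads 10 ug/mL final, 20 min dark; AlphaScreen read.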
# JMJD2A Tudor inh – inhibitors of human JMJD2A Tudor domain; AlphaScreen JMJD2A-Tudor / H3K4me3 peptide binding; 4.4% of 390,000 active; Potency, µM (highest dose often 114 µM), for the others: at the top dose activity change, negative = inhibition, hits mostly inhibitors; O75164; further: on the % scale 0 is the no-effect control and ±100 the full control effect; nearly all actives have a fitted effect of over 50% in size
# BLM inh – Bloom syndrome helicase (human) inhibition; AID 2528; P54132; recombinant BLM DNA unwinding, fluorescence dequenching; 0.2% of 350,000 active; Potency, µM (top dose mostly 56.1 µM), for inactives: at the top dose activity change, negative = inhibition, hits mostly inhibitors;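 further: plate controls were vehicle for no effect and no enzyme for full effect; nearly all actives have a fitted effect of over 35% in size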
# APEX1 inh – APE1 (human) endonuclease inhibition. 0.35% of 350,000 active. recombinant APE1, TAMRA/BHQ-2 abasic DNA cleavage fluorescence. P27695. Potency, µM (top dose mostly 65.8 µM), for inactives: at the top dose activity change, negative = inhibition, hits mostly inhibitors;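 further: plate controls were vehicle for no effect and reference inhibitor for full effect; nearly all actives have a fitted effect of over 55% in size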
# Target sequence (P27695 whole entry, looked up): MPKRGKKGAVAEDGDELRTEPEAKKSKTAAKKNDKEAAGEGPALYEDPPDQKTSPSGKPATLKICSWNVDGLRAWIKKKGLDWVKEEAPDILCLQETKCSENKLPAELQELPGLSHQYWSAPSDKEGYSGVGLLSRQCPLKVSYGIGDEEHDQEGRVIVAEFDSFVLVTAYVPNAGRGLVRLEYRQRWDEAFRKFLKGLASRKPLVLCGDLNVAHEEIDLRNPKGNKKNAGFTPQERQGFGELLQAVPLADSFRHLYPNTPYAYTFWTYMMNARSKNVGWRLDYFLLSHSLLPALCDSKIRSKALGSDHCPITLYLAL
#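 APE1 at 0.75 nM preincubated 15 min at room temperature with compound. Reaction then started with 50 nM double-stranded THF-abasic substrate labelled with TAMRA/BHQ-2, and 525/598 nm fluorescence read kinetically. Activity taken as third-minus-first read difference, normalized to DMSO and NSC13755 controls.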
# Pol kappa inh – inhibitors of human DNA polymerase kappa. Q9UBT6. purified Pol kappa, fluorescent DNA synthesis assay, 10 min. Potency, µM (doses to about 107 µM), for the others: at the highest dose activity, negative = inhibition, usual class: inhibitors. 0.53% of 400,000 active; further: on the % scale 0 is the no-effect control and ±100 the full control effect
#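 Kinetic fluorescence readout at 0 and 10 min followed reaction start with substrate at 50 nM final. Beforehand, enzyme (10 nM Pol kappa) stood 15 min with compound at room temperature; buffer-only wells were negative controls.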
# Pol beta inh – inhibitors of human DNA polymerase beta; P06746; Pol beta primer extension/strand displacement, fluorescence kinetic; Potency, µM (doses to about 114 µM), inactives show at the highest dose activity change, negative = inhibition, actives largely listed as inhibitors; 1.3% of 340,000 active; AID 485314; further: on the % scale 0 is the no-effect control and ±100 the full control effect
#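 Human Pol beta at 10 nM; strand-displacement substrate 50 nM final. Compound exposure 15 min at room temperature before start, reaction 10 min at room temperature.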
# G9a inh – G9a (human) methyltransferase inhibition; Q96KQ7; G9a H3K9 monomethylation, AlphaScreen, 2 h; Potency, µM (series often up to 102 µM), without a hit: at the highest dose activity, negative = inhibition, usual class: inhibitors; 8.8% of 350,000 active; AID 504332; further: on the % scale 0 is the no-effect control and ±100 the full control effect; nearly all actives have a fitted effect of over 75% in size
# Target sequence (Q96KQ7 913-1193 limits assumed): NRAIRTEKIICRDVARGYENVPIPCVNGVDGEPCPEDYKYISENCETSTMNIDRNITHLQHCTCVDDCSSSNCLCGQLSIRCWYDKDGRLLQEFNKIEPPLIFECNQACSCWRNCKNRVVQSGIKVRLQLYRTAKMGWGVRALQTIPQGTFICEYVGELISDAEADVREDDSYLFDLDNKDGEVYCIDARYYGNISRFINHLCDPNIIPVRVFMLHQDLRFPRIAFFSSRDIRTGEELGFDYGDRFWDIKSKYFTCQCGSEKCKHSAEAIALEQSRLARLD
#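 AlphaScreen read-out: biotin-H3K9 peptide (500 nM) methylation by 20 nM enzyme with 20 uM SAM, 2 h at room temperature after 15 min compound preincubation; anti-monomethyl H3K9 antibody plus donor/acceptor beads, 10 min dark.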
# POLI inh – DNA polymerase iota (human) inhibition | AID 588590 | Potency, µM (top dose mostly 115 µM), without a hit: at the highest dose activity, negative = inhibition, usual class: inhibitors | Pol iota fluorescent replication assay, 10 min | Q9UNA4 | 1% of 390,000 active
#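 Fluorescent replication assay read twice, at 0 min and 10 min after adding 50 nM (final) substrate. Enzyme (10 nM) and compounds were first incubated 15 min at room temperature; enzyme-free buffer wells were negative controls.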
# Numbers without * were called inactive; u = inconclusive; x = not tested or not shown; [ ] = another dose, or the depositor's remark. The call rests on the fitted dose curve; in most records, active means well fitted curve in the direction sought with a large enough effect; inconclusive means small, poorly fitted or top-dose-only effect, or another doubt; inactive means no such curve, though single readings can be large; an effect the other way counts as inactive or inconclusive. Potency means the concentration at half of the fitted maximal effect. This is a subset; the hit share may differ from the screen's.
No. | Structure | Pol eta inh | BAZ2B block | JMJD2A Tudor inh | BLM inh | APEX1 inh
1 | CC(C)CCn1nnc2sc(-c3ccccc3)cc2c1=O | x | 2% | -8% | -2% | x
2 | COc1ccc(S(N)(=O)=O)cc1C(=O)NCC1(N2CCCCC2)CCCCC1 | -14% | 4% | 13%[57.1 µM] | 1% | 5%
3 | Cc1ccc(NC(=O)Cn2ccc(=O)[nH]c2=O)cc1 | -18% | 4% | 5% | 1% | 53%[activator]
4 | Cc1ccc(C)n1-c1ccc(C(=O)N2CCC(C(N)=O)CC2)cc1 | -12% | -17% | -6% | -4% | -3%
5 | COc1ccccc1S(=O)(=O)Nc1ccc(S(=O)(=O)Nc2nccs2)cc1 | -6% | -8% | -3% | x | 7%
6 | Cc1ccc(C(=O)NC(C)c2ccc(-n3ccnc3)cc2)cc1 (stereo not given) | -9% | -38% | 5% | -2% | 50%[activator]
7 | Cc1cc(C)c(C(N)=O)c(Nc2cccc(Cl)c2)n1 | -5% | 4% | -6% | -10% | 12%
8 | Cc1nc2c(sc3nc4c(cc32)COC(C)(C)C4)c(=O)n1Cc1ccccc1 | -16% | 14% | -22% | 0% | 0%
9 | COc1ccc(C(=O)N2CCCCC2CCN2CCCCC2)cc1 (stereo not given) | -10% | 0% | 3% | -5% | x
10 | Cc1nc2ccccc2c2oc(C(=O)Nc3ccc(C(C)C)cc3)cc12 | -16% | -4% | -23% | -17% | 3%
11 | CCOC(=O)C1=C(CNCc2ccccc2)NC(=O)NC1c1ccc(C)cc1 (stereo not given) | -23% | x | u | -3% | x
12 | O=C(O)c1cn(-c2ccccc2)nc1-c1ccc(F)cc1 | -3% | -15% | -12% | -2% | 74%

No. | Pol kappa inh | Pol beta inh | G9a inh | POLI inh
1 | -9% | 6% | 1%[59 µM] | 15%
2 | -9% | -11% | -3%[59 µM] | 6%
3 | 5% | -13% | -1% | 35%[activator]
4 | -5% | u | -17% | 47%[activator]
5 | -3% | x | 2%[12.7 µM] | 13%
6 | -10% | 1% | -7% | -1%
7 | -9% | 8% | 5%[59 µM] | 19%
8 | -8% | 20% | 14%[12.7 µM] | 9%
9 | -7% | 2% | 9%[59 µM] | 24%
10 | -21% | -21% | 12% | -12%
11 | -16% | 3% | u | -8%
12 | -5% | 13% | 13%[59 µM] | 10%

# The list goes on (6 carried over from the part before).
No. | Structure | Pol eta inh | BAZ2B block | JMJD2A Tudor inh | BLM inh | APEX1 inh
7 | Cc1cc(C)c(C(N)=O)c(Nc2cccc(Cl)c2)n1 | -5% | 4% | -6% | -10% | 12%
8 | Cc1nc2c(sc3nc4c(cc32)COC(C)(C)C4)c(=O)n1Cc1ccccc1 | -16% | 14% | -22% | 0% | 0%
9 | COc1ccc(C(=O)N2CCCCC2CCN2CCCCC2)cc1 (stereo not given) | -10% | 0% | 3% | -5% | x
10 | Cc1nc2ccccc2c2oc(C(=O)Nc3ccc(C(C)C)cc3)cc12 | -16% | -4% | -23% | -17% | 3%
11 | CCOC(=O)C1=C(CNCc2ccccc2)NC(=O)NC1c1ccc(C)cc1 (stereo not given) | -23% | x | u | -3% | x
12 | O=C(O)c1cn(-c2ccccc2)nc1-c1ccc(F)cc1 | -3% | -15% | -12% | -2% | 74%
13 | Cn1nccc1C(=O)N(CCN1CCCCC1)CC1CCCN(C2CCCC2)C1 (stereo not given) | -15% | 3% | -8% | 1% | -3%
14 | COC(=O)c1ccc(NC(=O)C(=O)NCCc2csc(-c3ccc(C(F)(F)F)cc3)n2)cc1 | -12% | 2% | -4% | -1% | x
15 | CCN(C(=O)COC(=O)/C=C/c1ccc(F)cc1)C1CCCCC1 | -10% | x | -3% | x | 3%
16 | Cn1c(Cl)c(C(=O)Nc2ccc(Cl)cc2)c2ccccc21 | 1% | 4% | -11% | -2% | u
17 | O=C(NCCN1CCOCC1)c1ccncc1 | -8% | -6% | -8%[57.1 µM] | -1% | 3%
18 | CS(=O)(=O)c1ccc(C(=O)NCC2(N3CCOCC3)CCCCC2)cc1 | -16% | x | -12% | x | 28%
19 | O=C(CCCc1cccs1)Nc1nc(-c2ccc(F)cc2)cs1 | -23% | -7% | -1% | 3% | 1%
20 | Cn1c(Sc2ccc([N+](=O)[O-])cc2C(F)(F)F)nnc1-c1ccccc1 | -12% | -7% | -19% | 2% | 4%
21 | CC(=O)Nc1ccc(CCNC(=O)c2ccc3ccccc3c2O)cc1 | -10% | x | -8% | x | x
22 | CCOC(=O)N1CCN(C(=S)Nc2cccc(C)c2C)CC1 | -21% | -1% | 6%[57.1 µM] | 4% | -1%
23 | Cc1ccccc1Nc1n[nH]c(C)c1[N+](=O)[O-] | -13% | -4% | -11% | -2% | u
24 | CC(C)(C)c1ccc(C(=O)NCC(c2ccco2)S(=O)(=O)c2ccccc2)cc1 (stereo not given) | -28% | -1% | -18% | -9% | x

No. | Pol kappa inh | Pol beta inh | G9a inh | POLI inh
7 | -9% | 8% | 5%[59 µM] | 19%
8 | -8% | 20% | 14%[12.7 µM] | 9%
9 | -7% | 2% | 9%[59 µM] | 24%
10 | -21% | -21% | 12% | -12%
11 | -16% | 3% | u | -8%
12 | -5% | 13% | 13%[59 µM] | 10%
13 | -4% | 37% | x | 22%
14 | 0%[60.1 µM] | 18% | 7%[59 µM] | 16%
15 | -13% | x | x | 18%
16 | -22% | 8% | -1%[59 µM] | 10%
17 | -6% | 0% | -1%[12.7 µM] | 26%
18 | -9% | x | x | 23%
19 | -1% | 0% | -11%[59 µM] | -13%
20 | 1% | 6% | -1%[59 µM] | -4%
21 | -8% | x | x | 12%
22 | -14% | 19%[57.1 µM] | 10% | 2%
23 | -4% | -2% | 4%[59 µM] | 28%
24 | -11%[60.1 µM] | 3% | -30%[59 µM] | 24%

# The results go on.
No. | Structure | Pol eta inh | BAZ2B block | JMJD2A Tudor inh | BLM inh | APEX1 inh
25 | Cc1nc(CC(=O)Nc2cc(Cl)ccc2C)cs1 | -5% | -5% | -11% | -2% | x
26 | O=C(Cn1c(=O)n(-c2ccccc2Cl)c(=O)c2sc3ccccc3c21)NC1CCCC1 | -16% | -11% | -16% | -4% | x
27 | Cn1cc(CN2CCc3c([nH]c4ccccc34)C2C(C)(C)C)cn1 (stereo not given) | -8% | -4% | -27% | -7% | -4%
28 | O=C(Nc1cccc2ncccc12)C(Cl)(Cl)Cl | -22% | 3% | -4% | -1% | 2%
29 | COc1ccc(-n2cc(-c3ccccc3)[nH]c2=S)c(OC)c1 | -2% | u | u | -4% | -22%
30 | O=C(Nc1ccccc1F)C1CC1c1ccccc1 (stereo not given) | -8% | -2% | 24% | 1% | 20%
31 | CC1CCN(c2nc3ccc(C(=O)NCCc4ccc(S(N)(=O)=O)cc4)cc3s2)CC1 | -9% | 3% | -14% | 0% | x
32 | O=C1c2ccccc2CSc2c(O)cccc21 | -19% | x | -24% | x | x
33 | O=C(CSc1nnc(COc2ccc(Cl)cc2Cl)o1)Nc1ccccn1 | 1% | 13% | 0% | -16% | -10%
34 | OCCC1CN(Cc2ccccc2O)CCN1CCCc1ccccc1 (stereo not given) | -2% | 1% | -12% | 4% | 10%
35 | O=C(CCN1C(=O)[C@@H]2Cc3ccccc3CN2C1=O)N[C@H](Cc1ccccc1)C(=O)O | -5% | 4% | -8% | -4% | -7%
36 | Cc1ccc[n+](-c2nc([O-])sc2C=O)c1 | 22µM* | u | -23%[11.4 µM] | -8% | -11%

No. | Pol kappa inh | Pol beta inh | G9a inh | POLI inh
25 | -15% | -2% | -33%[59 µM] | 13%
26 | -5% | 0% | 9%[59 µM] | 39%[activator]
27 | -8% | 2% | x | 15%
28 | -15% | 14% | -37% | 92%[activator]
29 | -7% | 1% | u | -12%
30 | -4% | 6% | 31%[59 µM] | 2%
31 | -19% | 2% | 10%[59 µM] | 27%
32 | -9% | x | x | 5%
33 | -16% | -5% | x | 43%[activator]
34 | -12% | 20% | u | 21%
35 | 1% | 35% | x | 1%
36 | u | u | u | u

# Going on with the list.
No. | Structure | Pol eta inh | BAZ2B block | JMJD2A Tudor inh | BLM inh | APEX1 inh
37 | CCCn1c(N)c(C(=O)COC(=O)CNC(=O)c2ccc(C)c(C)c2)c(=O)n(C)c1=O | -12% | 6% | -8% | x | 9%
38 | O=C(NCC1CCCO1)c1cccc2c1C(=O)c1ccc(N3CCC(Cc4ccccc4)CC3)cc1S2(=O)=O (stereo not given) | u | x | -11% | x | -12%
39 | CCc1ccc(C(=O)Nn2cnc3ccccc3c2=O)cc1 | -3% | 3% | -17% | -2% | 33%
40 | Cc1cccn2c(=O)c(/C=C(\C#N)S(=O)(=O)c3ccccc3)c(N3CCC(C(N)=O)CC3)nc12 | -21% | -33% | -24% | 3% | 11%
41 | Cc1nc(SCC(=O)Nc2cccc(Cl)c2)n[nH]1 | -6% | 2% | 2% | -1% | -7%
42 | CCCCN(CC)CCNC(=O)c1cc2c(=O)oc3ccc(C)cc3c2s1 | -15% | -21% | -28% | 80%[activator] | x
43 | CC(C)(C)OC(=O)NCCC(=O)Oc1ccc2ccc(=O)oc2c1 | -9% | 6% | -17% | -2% | 7%
44 | N=c1c2c(ncn1Cc1ccco1)Oc1c(ccc3ccccc13)C2c1ccccc1 (stereo not given) | -24% | 50µM* | u | -11% | -9%
45 | CCn1c(=N)c(C(=O)OC)cc2c(=O)n3ccccc3nc21 | x | 2% | x | -2% | -7%
46 | Cc1ccc(F)c(NC(=O)/C(C#N)=C(\O)c2ccc(C(C)(C)C)cc2)c1 | 79µM* | u | -25% | -23% | -1%
47 | CCCCN(CC)CCNC(=O)CCn1cnc2onc(-c3ccc(F)cc3)c2c1=O | -11% | 7%[57.1 µM] | -15% | -12% | x
48 | COc1ccc(NC(=O)CSc2nc(-c3ccc(OC)cc3)cc(=O)[nH]2)cc1 | -21% | 20% | -5% | -7% | x

No. | Pol kappa inh | Pol beta inh | G9a inh | POLI inh
37 | 7% | x | -8%[2.33 µM] | 29%
38 | -11% | x | x | 4%
39 | -3% | 56% | 24% | 3%
40 | -5% | 19% | -40% | 20%
41 | 6% | u | 0%[12.7 µM] | -7%
42 | -3% | 29% | -41%[59 µM] | 15%
43 | -15% | 44% | -16%[59 µM] | 8%
44 | -8% | -11% | -1%[2.33 µM] | 14%
45 | x | 13% | 6%[59 µM] | x
46 | -7% | 89µM* | u | u
47 | -6% | 15% | -26%[59 µM] | -17%
48 | 8% | 8% | 36%[59 µM] | 11%
